NOD2-RIPK2 inh: NOD2-RIPK2 protein interaction inhibition | O43353 | CHO BLA complementation NOD2-RIPK2, CCF4 ratio | inhibition, % at 4.98 µM | actives 0.38% (n = 360,000); in the data active = inhibition above about 21%;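 note: 0% = vehicle only and 100% = reference blocker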
SRC2 inh: inhibits human steroid receptor coactivator 2; inhibition, % at 9 µM; HEK293 GAL4-SRC2 luciferase reporter, luminescence; actives 0.17% (n = 370,000); Q15596;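 active = inhibition above the mean inhibition of all tested compounds plus 3 SD, set per campaign, cut at about 52% in these data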;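 note: 0% = DMSO treated cells and 100% = cells given Gossypol at 36 µM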
TLR9-MyD88 inh: inhibitors of human TLR9-MyD88 binding | AID 504734 | Q9NR96+Q99836 | actives 0.21% (n = 340,000) | inhibition, % at 4.98 µM | CHO BLA complementation TLR9-MyD88, CCF4 FRET ratio;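 active = inhibition above the mean over all tested compounds plus 3 SD, cut at about 21% in these data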;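 note: 0% = DMSO only wells and 100% = clavulanate BLA inhibitor control wells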
TROY NFkB inh: blocks TROY-dependent signaling in reporter cells; inhibition, % at 10 µM; Q293 LMP1-TROYcd NF-kB luciferase reporter, 4 h; actives 0.98% (n = 360,000);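 active = compounds whose plate-normalised and pattern-corrected inhibition of the luciferase reporter signal at the single screening dose is 50% or more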
SRC3 inh: inhibits human SRC3 coactivator | HEK293 GAL4-SRC3 luciferase reporter, luminescence | actives 0.17% (n = 360,000) | Q9Y6Q9 | inhibition, % at 3.6 µM;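 active = inhibition above a per-campaign cutoff, the mean of all compounds plus 3 SD, cut at about 60% in these data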;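 note: 0% = DMSO-treated cells and 100% = gossypol-treated cells at 36 µM; higher means less SRC3-driven luciferase light from the GAL4 reporter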
NCOA1 inh: human NCOA1 inhibition. HEK293 GAL4-SRC1 luciferase reporter, luminescence. actives 0.12% (n = 360,000). Q15788. inhibition, % at 3.6 µM. AID 588354;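 active = inhibition above the campaign mean plus 3 SD, with each screening campaign given its own cutoff, cut at about 60% in these data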;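 note: 0% = DMSO treated cells and 100% = gossypol at 36 µM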
COUP-TFII inh: NR2F2 (human) inhibition, primary screen. inhibition, % at 8.6 µM. P24468. AID 686940. HEK293T NGFI-A luciferase reporter, luminescence. actives 0.7% (n = 370,000);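 active = inhibition above a per-plate cutoff, mean inhibition of test wells between control levels plus 3 SD, cut at about 38% in these data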;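 note: cells cotransfected with COUP-TFII expression vector driving the NGFI-A reporter; 0% = median of COUP-TF2 test wells and 100% = reporter-only cells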
NR5A2 inv ag: NR5A2 inverse agonism in reporter assay | O00482 | HEK293T StAR-luciferase reporter, LRH-1 transfected, 24 h | inhibition, % at 3.6 µM | actives 0.13% (n = 360,000) | AID 602396;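 active = inhibition above the mean inhibition of all tested compounds plus 3 SD, cut at about 73% in these data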;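 note: 0% = DMSO wells and 100% = reporter-only cells lacking LRH-1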
TWEAK-Fn14 inh: TWEAK-Fn14 signaling inhibition; TWEAK-stimulated Fn14 reporter cells, luciferase luminescence, 8 h; inhibition, % at 10 µM; actives 2% (n = 360,000); in the data active = inhibition above about 50%
EBV LMP1 NFkB: inhibitors of Epstein-Barr LMP1-induced NF-kappaB reporter. LMP1-induced NF-kappaB luciferase reporter cells, luminescence. inhibition, % at 12.5 µM. actives 0.69% (n = 350,000). AID 504558; in the data active = inhibition above about 41%;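 note: 0% = neutral control wells and 100% = reference inhibitor control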
C8 TRAIL sens: caspase-8 TRAIL sensitization | NB7+C8 cells + TRAIL, ATPlite viability luminescence | inhibition (viability loss, TRAIL sensitization), % at 10 µM | actives 1% (n = 360,000) | AID 624354;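 active = compounds causing at least 50% loss of cell viability in the single-dose screen, relative to plate controls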
* hit, by the source's call; . = not tested or not shown. Only part of the results is shown. The share of hits here may be higher or lower than overall.

No. | canonical_smiles | NOD2-RIPK2 inh | SRC2 inh | TLR9-MyD88 inh | TROY NFkB inh | SRC3 inh | NCOA1 inh | COUP-TFII inh | NR5A2 inv ag | TWEAK-Fn14 inh | EBV LMP1 NFkB | C8 TRAIL sens
1 | COCC1CCCCN1Cc1cn[nH]c1-c1ccc(OC)cc1OC (stereo unspecified) | 3 | -8 | -6 | 20 | 17 | 5 | 7 | -4 | -5 | -11 | 1
2 | CCOc1ccc(NS(=O)(=O)CC23CCC(CC2=O)C3(C)C)cc1 (stereo unspecified) | -4 | -3 | 2 | -1 | 7 | -9 | 5 | 9 | 3 | -2 | -8
3 | C=CCC[C@@H](Cc1ccc(F)cc1)C(=O)OCCNC(=O)[C@@H](CC=C)CC(=O)N[C@@H](CO)Cc1ccccc1 | -1 | 13 | -8 | 3 | -20 | 1 | 8 | -18 | 12 | -8 | 12
4 | CC1(C)Cc2ccccc2-c2c1c(=O)n(Cc1ccccc1)c1nnnn21 | -9 | 0 | -6 | 15 | 7 | -45 | 0 | -3 | 16 | -22 | 3
5 | Oc1ccccc1/C=N/Nc1ccnc(SCc2ccccc2)n1 | 3 | -23 | 7 | -66 | -15 | -20 | 14 | -15 | 2 | -1 | 7
6 | CC(=O)c1c(C)[nH]c(C(=O)OCC(=O)Nc2ccc3c(c2)OCCO3)c1C | -8 | -15 | -3 | 15 | 18 | 3 | -8 | 30 | 18 | 5 | 9
7 | CCOC(=O)/C(=C\Nc1ccccc1C(F)(F)F)Sc1ncc(C(F)(F)F)cc1Cl | 2 | 1 | -8 | -9 | 6 | -3 | -7 | -3 | 12 | 2 | 0
8 | O=C1OCCN1C(=O)[C@H]1[C@H](c2ccc([N+](=O)[O-])cc2)C(c2cccc(Cl)c2)=NN1c1ccc(Br)cc1 | 8 | 10 | 1 | -10 | -2 | 1 | 3 | -5 | 13 | 2 | 12
9 | O=C(Cc1ccc(Br)cc1)Nc1nc2ccccc2[nH]1 | 7 | -30 | 15 | -21 | -11 | -39 | -8 | -28 | 18 | -7 | 2
10 | O=C(c1ccc(F)cc1)N1CCN(S(=O)(=O)c2ccc(Br)cc2)CC1 | -2 | -27 | 8 | 14 | -1 | 10 | 8 | 2 | -1 | -6 | 4
11 | Cc1ccc(C2=Nc3ccccc3N=C(c3ccco3)C2)c(O)c1 | 2 | -23 | 2 | 50* | -6 | -27 | -16 | -52 | 34 | 3 | 0
12 | Cc1ccc(-n2nc3c(=O)n(CC(=O)NC4CCCCC4)nc(C)c3c2C)cc1 | 2 | -20 | 0 | 9 | 11 | -2 | 4 | 6 | 11 | -9 | 2
13 | Cc1cc(C)cc(NC2=CC(=O)CC(c3ccco3)C2)c1 (stereo unspecified) | -3 | -2 | -7 | 9 | -12 | 18 | 1 | 12 | 10 | 9 | 7
14 | CC1C(=O)Nc2ccc(S(=O)(=O)Nc3ccccc3Br)cc2NC1=O (stereo unspecified) | 4 | 12 | -1 | -7 | 14 | 3 | -9 | 2 | -6 | 2 | 3
15 | CCN1CCN(C(=O)CS(=O)Cc2nc(-c3cccc(C)c3)oc2C)CC1 (stereo unspecified) | -9 | -5 | 6 | 13 | 4 | -6 | 5 | 9 | 19 | -13 | -3

Rewritten screen by screen: 10 of the compounds above
[2] CCOc1ccc(NS(=O)(=O)CC23CCC(CC2=O)C3(C)C)cc1 (stereo unspecified)
[3] C=CCC[C@@H](Cc1ccc(F)cc1)C(=O)OCCNC(=O)[C@@H](CC=C)CC(=O)N[C@@H](CO)Cc1ccccc1
[4] CC1(C)Cc2ccccc2-c2c1c(=O)n(Cc1ccccc1)c1nnnn21
[5] Oc1ccccc1/C=N/Nc1ccnc(SCc2ccccc2)n1
[6] CC(=O)c1c(C)[nH]c(C(=O)OCC(=O)Nc2ccc3c(c2)OCCO3)c1C
[7] CCOC(=O)/C(=C\Nc1ccccc1C(F)(F)F)Sc1ncc(C(F)(F)F)cc1Cl
[8] O=C1OCCN1C(=O)[C@H]1[C@H](c2ccc([N+](=O)[O-])cc2)C(c2cccc(Cl)c2)=NN1c1ccc(Br)cc1
[9] O=C(Cc1ccc(Br)cc1)Nc1nc2ccccc2[nH]1
[10] O=C(c1ccc(F)cc1)N1CCN(S(=O)(=O)c2ccc(Br)cc2)CC1
[11] Cc1ccc(C2=Nc3ccccc3N=C(c3ccco3)C2)c(O)c1

| screen / no. | 2 | 3 | 4 | 5 | 6 | 7 | 8 | 9 | 10 | 11 |
| --- | --- | --- | --- | --- | --- | --- | --- | --- | --- | --- |
| NOD2-RIPK2 inh | -4 | -1 | -9 | 3 | -8 | 2 | 8 | 7 | -2 | 2 |
| SRC2 inh | -3 | 13 | 0 | -23 | -15 | 1 | 10 | -30 | -27 | -23 |
| TLR9-MyD88 inh | 2 | -8 | -6 | 7 | -3 | -8 | 1 | 15 | 8 | 2 |
| TROY NFkB inh | -1 | 3 | 15 | -66 | 15 | -9 | -10 | -21 | 14 | 50* |
| SRC3 inh | 7 | -20 | 7 | -15 | 18 | 6 | -2 | -11 | -1 | -6 |
| NCOA1 inh | -9 | 1 | -45 | -20 | 3 | -3 | 1 | -39 | 10 | -27 |
| COUP-TFII inh | 5 | 8 | 0 | 14 | -8 | -7 | 3 | -8 | 8 | -16 |
| NR5A2 inv ag | 9 | -18 | -3 | -15 | 30 | -3 | -5 | -28 | 2 | -52 |
| TWEAK-Fn14 inh | 3 | 12 | 16 | 2 | 18 | 12 | 13 | 18 | -1 | 34 |
| EBV LMP1 NFkB | -2 | -8 | -22 | -1 | 5 | 2 | 2 | -7 | -6 | 3 |
| C8 TRAIL sens | -8 | 12 | 3 | 7 | 9 | 0 | 12 | 2 | 4 | 0 |

Additional structures follow.
No. | canonical_smiles | NOD2-RIPK2 inh | SRC2 inh | TLR9-MyD88 inh | TROY NFkB inh | SRC3 inh | NCOA1 inh | COUP-TFII inh | NR5A2 inv ag | TWEAK-Fn14 inh | EBV LMP1 NFkB | C8 TRAIL sens
16 | CCCCn1c(N)c(N(CCOC)C(=O)c2cc3ccccc3cc2OC)c(=O)[nH]c1=O | 5 | 7 | -3 | 15 | -26 | 0 | -8 | -9 | 14 | 0 | -5
17 | COc1ccccc1C(=O)Nc1c(C)n(C)n(-c2ccccc2)c1=O | 0 | -21 | -3 | -1 | -3 | -11 | -1 | -18 | 6 | 2 | 8
18 | Cn1ccc(C(=O)N2CCCc3ccccc32)n1 | -3 | -18 | -2 | 7 | -7 | -1 | -2 | 0 | 9 | 1 | 19
19 | CCCCNC(=O)c1c[nH]c2ccc(S(=O)(=O)N3CCOCC3)cc2c1=O | -8 | -3 | 7 | -21 | 14 | -4 | 11 | 9 | -6 | 3 | 0
20 | O=C(c1cccc(F)c1)N1C2C=CC(C2)C1(C(F)(F)F)C(F)(F)F (stereo unspecified) | 1 | -8 | 6 | 7 | 10 | -13 | 18 | 4 | 2 | 4 | 8
21 | O=C(Nc1ccc(F)cc1)c1ccc(CSc2ccccc2)o1 | -7 | -8 | -4 | -1 | -11 | 0 | 0 | -19 | -10 | 0 | 1
22 | CC(C)(C)c1ccc(S(=O)(=O)N2C=CC(C(F)(F)F)=NCC2)cc1 | -5 | 5 | -10 | -18 | 14 | 2 | -3 | 9 | 0 | 4 | 6
23 | O=C1CN(c2nc(-c3cccs3)nc3sc4c(c23)CCCC4)CCN1 | 4 | -43 | 0 | -37 | -51 | -45 | -55 | -52 | 7 | -28 | 34
24 | Cc1ccccc1-c1n[nH]c(=S)o1 | -1 | -7 | -4 | -16 | 9 | -4 | -22 | -5 | 11 | 4 | -1
25 | COc1cccc(C(=O)NN=C2CCCC2)c1 | -15 | -38 | 9 | -23 | -18 | -5 | -32 | -16 | -1 | 3 | -7
26 | CN(Cc1ccccc1)C(=O)COC(=O)c1ccc(=O)n(Cc2ccccc2)n1 | -8 | -25 | -1 | 12 | 3 | -11 | 4 | -7 | 7 | 0 | -1
27 | Cc1noc(/C=C/N(C)C)c1S(=O)(=O)N1CCC(C(=O)O)CC1 | -4 | 4 | 2 | -8 | -13 | 1 | 12 | -21 | 9 | 6 | -7
28 | CNC(=S)N/N=C/c1c(C)nn(-c2cccc(Cl)c2)c1Cl | -6 | -10 | 5 | -13 | 0 | -7 | -28 | 11 | -6 | 1 | -1
29 | Cc1ccc(NCc2nc3ccccc3n2CCOc2ccccc2)cc1 | -1 | -35 | -5 | 2 | -5 | -18 | -17 | -32 | 11 | -23 | -5
30 | CNC(=O)c1ccc(NC(=O)CCc2c(C)noc2C)cc1 | 0 | 2 | -4 | 11 | 25 | -10 | -3 | 9 | -16 | 2 | 5

No. | canonical_smiles | NOD2-RIPK2 inh | SRC2 inh | TLR9-MyD88 inh | TROY NFkB inh | SRC3 inh | NCOA1 inh | COUP-TFII inh | NR5A2 inv ag | TWEAK-Fn14 inh | EBV LMP1 NFkB | C8 TRAIL sens
31 | Cc1ccc(S(=O)(=O)NNC(=O)C(O)(c2ccccc2C)c2ccccc2C)cc1 | -5 | -19 | -2 | 8 | 6 | 1 | 15 | 12 | 2 | 0 | -1
32 | O=S(=O)(NCCc1ccccc1)c1cnc(Cl)c(Br)c1 | -6 | -3 | -5 | -14 | -15 | -26 | -1 | 6 | 27 | 4 | 5
33 | COC(=O)c1ccc2ccn(CC(=O)NC(C)C)c2c1 | -9 | -6 | 0 | -13 | -10 | 7 | -7 | 4 | 4 | -4 | -16
34 | O=C(Nc1ccc(F)cc1F)N1CCCN(CCOc2ccccc2)CC1 | -4 | -18 | . | 1 | 8 | -7 | 4 | -7 | 10 | -3 | 3
35 | Cc1ccc(S(=O)(=O)NCC(=O)N(CC(=O)NC(C)(C)C)Cc2cccs2)cc1 | -1 | -5 | 0 | 0 | -2 | -3 | 5 | 1 | -2 | -10 | -6
36 | Cc1cccc(N=C(NO)c2nonc2N)c1 | 0 | -21 | 16 | 8 | 6 | 17 | 18 | -14 | -80 | -29 | -1
37 | O=C(Nc1nnc(-c2cccs2)o1)c1ccco1 | -7 | 1 | 3 | -10 | -22 | -3 | -3 | -22 | -14 | 1 | -9
38 | Cc1ccc(C(=O)CS(C)(=O)=O)cc1 | -7 | 14 | 1 | . | -2 | 2 | 6 | 6 | 6 | -4 | -4
39 | C=CCNC(=O)c1c(N)n(-c2cccc(S(N)(=O)=O)c2)c2nc3ccccc3nc12 | -8 | -3 | -15 | -9 | 22 | -32 | 22 | 24 | 3 | 3 | 4
40 | COc1cccc(COC(=O)c2ccc(S(=O)(=O)N3CCC(C)CC3)cc2)c1OC | 1 | 16 | -5 | 1 | -12 | -29 | 2 | 9 | -10 | 7 | 15
41 | CCC(C)c1ccc(S(=O)(=O)N2CCN(C(C)C(=O)NC3CCCC3)CC2)cc1 (stereo unspecified) | -12 | 17 | -14 | -18 | 6 | -8 | 7 | 21 | 87* | -5 | -4
42 | Cc1c(C(=O)N(CCC#N)c2ccccc2)sc2nc3n(c(=O)c12)CCCC3 | -6 | -39 | 4 | -10 | 7 | -3 | 3 | 2 | -1 | -5 | -14
43 | Cc1ccccc1C(=O)Nc1ccc(Br)cn1 | -14 | -81 | -10 | -46 | -76 | -89 | -27 | -71 | 14 | -20 | 13
44 | CC1CCC(CN2CCN=C2Nc2ccccc2)CC1 (stereo unspecified) | -12 | -12 | -6 | -3 | -18 | -6 | 2 | 2 | 23 | 1 | -17
45 | Cc1cc2c(cc1C)C(=O)NC(C)(C)C2 | -9 | 36 | 3 | 6 | 20 | 21 | 13 | 31 | 27 | -16 | -9

Source: PubChem (several laboratories)
